Screens from PubChem BioAssay.
APE1 inh = APE1 (human) endonuclease inhibition; recombinant APE1, TAMRA/BHQ-2 abasic DNA cleavage fluorescence; Potency, µM (titrated, usually from 65.8 µM), for inactives: at the highest dose activity change, negative = inhibition, actives largely listed as inhibitors; P27695; 350,000 compounds, 0.35% hits;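 also: potency is read from the fitted curve at half-maximal effect; plate controls were vehicle for no effect and reference inhibitor for full effect; nearly all actives have a fitted effect of over 55% in size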
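Step 1: APE1 (0.75 nM) with compound, 15 min RT. Step 2: add 50 nM fluorophore/quencher THF duplex. Step 3: three fluorescence reads 60 s apart (525/598 nm); read 3 minus read 1 = reaction progress.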
ALOX12 inh = blocks human arachidonate 12S-lipoxygenase; P18054; purified 12hLO, xylenol orange hydroperoxide absorbance; 580,000 compounds, 1.1% hits; Potency, µM (highest dose often 108 µM), for inactives: top-dose activity change, negative = inhibition, actives largely listed as inhibitors; also: potency is read from the fitted curve at half-maximal effect; % is scaled to controls: 0 for no effect and ±100 for the full control effect
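Purified human 12hLO at 150 nM in 25 mM Hepes, 0.01% Triton X-100, pH 7.0, preincubated 15 min at room temperature with compound. Reaction started with 40 uM arachidonic acid, 30 min at room temperature. Hydroperoxide measured by Fe-xylenol orange, 573/405 nm absorbance ratio.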
Pol eta inh = inhibitors of human DNA polymerase eta; Q9Y253; recombinant Pol eta, fluorescent DNA replication assay; Potency, µM (doses to about 114 µM), inactives show at the top dose activity change, negative = inhibition, usual class: inhibitors; 390,000 compounds, 1.2% hits; also: potency is read from the fitted curve at half-maximal effect; % is scaled to controls: 0 for no effect and ±100 for the full control effect
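Fluorescent replication assay: 50 nM final substrate added after a 15 min room-temperature compound preincubation with 10 nM enzyme. Signal taken at 0 min and again at 10 min.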
LDHA block = blocks human lactate dehydrogenase A; purified LDHA, NADH/diaphorase-resazurin fluorescence; stronger effect = lower value; activity change, % (values are at about 110 or 230 µM); 480,000 compounds, 0.15% hits; in the data active = activity change below about -30%; inconclusive = mostly about -25% to -30%;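 also: plate controls were DMSO wells for no effect and wells without enzyme for full effect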
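Enzyme activity of human lactate dehydrogenase 5 (2 nM; 0.06 mM NADH, 0.2 mM pyruvate, 5 min, RT) is measured via a resazurin/diaphorase fluorescence readout of residual NADH.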
ERG-DNA inh = blocks human ERG Ets domain binding to DNA; fluorescence polarization, His-ERG Ets domain / labelled DNA; P11308; Potency, µM (titrated, usually from 76.9 µM), without a hit: at the top dose FP activity, negative = inhibition, hits mostly inhibitors; 370,000 compounds, 0.028% hits; active = well fitted inhibition curve with a large enough effect in the polarisation, with a control signal flat; inconclusive = small, poorly fitted or top-dose-only effect, or effect the other way, or a change in a side signal; inactive = no such curve, though single readings can be large or run the other way; the % refers to the polarisation;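 also: polarization taken with two DNA probes labelled with fluorescein and Texas red; potency is read from the fitted curve at half-maximal effect; % of control where 0% means no effect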
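His-tagged ERG Ets domain (1 uM in the protein solution; 300mM KCl, 50mM Tris-HCl, 1mM EDTA, 1mM DTT, pH 7.5) received compound, then a probe mix of 5 nM fluorescein-DNA and 100nM Texas-615-DNA. Fluorescence polarization was read for both dyes.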
POLK inh = DNA polymerase kappa (human) inhibition; Potency, µM (doses to about 107 µM), for the others: at the top dose activity, negative = inhibition, hits mostly inhibitors; AID 588579; 400,000 compounds, 0.53% hits; purified Pol kappa, fluorescent DNA synthesis assay, 10 min; also: potency is read from the fitted curve at half-maximal effect; % is scaled to controls: 0 for no effect and ±100 for the full control effect
Target sequence (Q9UBT6 whole entry, looked up): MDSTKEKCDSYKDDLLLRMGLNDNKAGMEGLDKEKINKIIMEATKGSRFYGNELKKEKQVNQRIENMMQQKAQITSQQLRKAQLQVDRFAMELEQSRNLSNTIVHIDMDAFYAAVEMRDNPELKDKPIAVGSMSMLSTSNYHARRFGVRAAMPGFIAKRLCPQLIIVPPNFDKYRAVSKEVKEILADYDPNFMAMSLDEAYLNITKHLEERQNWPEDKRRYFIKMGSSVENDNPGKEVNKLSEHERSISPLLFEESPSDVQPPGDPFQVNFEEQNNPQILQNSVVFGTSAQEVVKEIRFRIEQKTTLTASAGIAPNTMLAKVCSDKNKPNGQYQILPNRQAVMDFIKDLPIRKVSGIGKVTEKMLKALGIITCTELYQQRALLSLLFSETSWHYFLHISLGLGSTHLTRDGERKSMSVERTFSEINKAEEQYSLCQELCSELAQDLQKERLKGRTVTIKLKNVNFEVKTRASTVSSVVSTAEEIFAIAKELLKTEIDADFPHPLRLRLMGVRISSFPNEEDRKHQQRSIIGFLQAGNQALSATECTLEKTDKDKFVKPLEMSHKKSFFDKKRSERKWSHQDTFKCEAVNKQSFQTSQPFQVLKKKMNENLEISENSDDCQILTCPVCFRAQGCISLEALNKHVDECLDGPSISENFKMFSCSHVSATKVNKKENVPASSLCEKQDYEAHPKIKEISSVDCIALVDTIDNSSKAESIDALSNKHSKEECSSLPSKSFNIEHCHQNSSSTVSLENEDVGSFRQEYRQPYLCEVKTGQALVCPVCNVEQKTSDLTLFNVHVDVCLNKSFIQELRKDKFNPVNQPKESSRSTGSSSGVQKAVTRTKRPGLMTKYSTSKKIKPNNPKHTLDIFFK
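Kinetic fluorescence screen: compound preincubated 15 min RT with 10 nM enzyme; 50 nM substrate (final) initiates; reads at 0/10 min.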
Apoferritin bind = candidate novel general anesthetic via apoferritin binding; P02791; apoferritin/1-aminoanthracene competitive binding, fluorescence; Potency, µM (top dose mostly 77.5 µM), for the others: at the top dose activity change, negative = displacement, hits mostly inhibitors; 350,000 compounds, 0.074% hits; AID 485281; also: potency is read from the fitted curve at half-maximal effect; % is scaled to controls: 0 for no effect and ±100 for the full control effect; nearly all actives have a fitted effect of over 20% in size
Target sequence (P02791 2-175 limits assumed): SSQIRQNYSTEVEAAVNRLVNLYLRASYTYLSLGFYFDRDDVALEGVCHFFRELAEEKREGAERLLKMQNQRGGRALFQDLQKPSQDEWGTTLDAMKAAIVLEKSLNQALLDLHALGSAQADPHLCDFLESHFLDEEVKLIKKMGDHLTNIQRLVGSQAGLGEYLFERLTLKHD
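Probe: 1-aminoanthracene (50% saturated, PBS). Protein: horse-spleen apoferritin, 10 uM. Incubation: 10 min, room temperature. Detection: 380 nm excitation, 535 nm emission. Analysis: normalized response, four-parameter Hill.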
Pol beta inh = blocks human DNA polymerase beta activity; P06746; Pol beta primer extension/strand displacement, fluorescence kinetic; Potency, µM (top dose mostly 114 µM), inactives show top-dose activity change, negative = inhibition, most hits filed as inhibitors; 340,000 compounds, 1.3% hits; AID 485314; also: potency is read from the fitted curve at half-maximal effect; % is scaled to controls: 0 for no effect and ±100 for the full control effect
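10 nM enzyme + cpd, 15 min RT; start with substrate 50 nM final; read 0 min and after 10 min RT. Corrected, normalized data; 4-parameter Hill curve fit.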
RGS4 inh = blocks human RGS4-accelerated GTP hydrolysis. 390,000 compounds, 0.039% hits. Potency, µM (titrated, usually from 114 µM), for inactives: at the top dose activity change, negative = inhibition, usual class: inhibitors. Transcreener GDP fluorescence polarization, RGS4-accelerated GTP hydrolysis; also: potency is read from the fitted curve at half-maximal effect; % is scaled to controls: 0 for no effect and ±100 for the full control effect; nearly all actives have a fitted effect of over 75% in size; some results filed as inactive show a strong effect at the top dose
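MLSMR compounds (23 nl, pin-transferred) preincubated 10 min at room temperature with a 500nM (2x) first reagent, then RGS4 at 900nM (2x) plus Transcreener GDP mix added; fluorescence polarization (620/688 nm) read before and after 90 min at 30 °C.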
The depositor's hits bear a star; ? = inconclusive; · = no result given; & = joins results of further samples; [ ] = dose if it differs, or a comment. Unless noted, calls follow the shape of the dose curve; as a rule, active = well fitted curve in the direction sought with a large enough effect; inconclusive = small, poorly fitted or top-dose-only effect, or another doubt; inactive = no such curve, though single readings can be large; an effect the other way counts as inactive or inconclusive.

Values in the order: APE1 inh	ALOX12 inh	Pol eta inh	LDHA block	ERG-DNA inh	POLK inh	Apoferritin bind	Pol beta inh	RGS4 inh
- CCN(CC)CCCN(C(=O)c1ccccc1F)c1nc(-c2ccc(OC)cc2)cs1
 : -11%	-1%	-17%	-1	-6%	-5%	-17%	33%	-13%
- Cc1ccc(S(=O)(=O)N2CCCC2)cc1C(=O)Nc1ccc(-n2cnnn2)cc1
 : -7%	10%	-3%	-4	-7%	-11%	·	·	-2%
- Cc1nnc2sc(SCC(=O)N3CCC(C)CC3)nn2c1=O
 : 35%	?	4%	-11	-2%	-7%	-5%	-5%	43%
- C[C@@H]1CCC2[C@](C)(CO)[C@@H](O)CC[C@]2(C)[C@@]12CC[C@@](CO)(CC(=O)O)O2 (some centres undefined)
 : 28%	0%	-9%	-3	-6%	1%	3%	30%	-12%
- COC(=O)c1ccc(CSc2nnc(Nc3ccc(OC)cc3)s2)o1
 : -3%	0%	-3%	-2	4%	-23%	-17%	4%	-38%
- O=c1cc2ncc(-c3[nH]ncc3[N+](=O)[O-])cn2[nH]1
 : 4%	-25%	-6%	-2	1%	?	-14%	8%	-7%
- CCc1nn(CC(=O)NCCCN2CCOCC2)c(=O)c2cc3cc(F)ccc3n12
 : -10%	7%	-11%	-1	-1%	-10%	-10%	14%	18%[11.4 µM]
- CC(C)NC(=O)C1CCCN(c2ncnc3c2nc2n3CCCCC2)C1 (centres undefined)
 : ·	-19%	2%	-5	-4%	-7%	5%	29%	?
- CC1(C)Cc2cccc(C(=O)NC3CCN(Cc4ccccc4)CC3)c2O1
 : -5%	2%	-1%	-10	-1%	-9%	6%	2%	8%
- CCN1C(=O)[C@H]2[C@@H](c3ccc(-c4ccc5c(c4)OCO5)c(OC)c3)N[C@@](C)(C(=O)OC)[C@H]2C1=O
 : 5%	-18%	-14%	-3	5%	-1%	·	·	0%
- Cc1nc2sccn2c1-c1csc(NCc2ccccc2)n1
 : -3%	?	2%	11	·	-2%	-5%	-26%	?
- CN(C1CCCCC1)S(=O)(=O)c1ccc(=S)[nH]c1
 : 4%	40µM*	-12%	-3	13%	-9%	·	·	?
- CC(=O)N/C(=C/c1ccc(Cl)cc1)C(=O)NCCc1c[nH]c2ccccc12
 : -2%	0%	-18%	-5	-15%	-14%	-18%	18%	-19%
- CCc1nc2cc3sc(CC)nc3cc2s1
 : ?	21%	-7%	-2	4%	-20%	-3%	0%	15%
- COc1ccc(CNC(=O)C2CCN(C(=O)c3cccc(Cl)c3)CC2)cc1
 : 34%	-1%	-4%	-3	0%	1%	-3%	31%	-25%
- O=C(Cn1cc(C(F)(F)F)ccc1=O)N/N=C/c1ccccc1
 : -1%	0%	-4%	-8	6%	-7%	?	-14%	-6%
- CCCCCOC(=O)CSc1nc2sc3c(c2c(=O)n1-c1ccccc1)CC(C)(CC)OC3 (centres undefined)
 : ·	-12%	-15%	1	-1%	-15%	52%[activator]	-1%	8%
- NNC(=O)CSc1ncc(-c2ccccc2)[nH]1
 : 22%	5%	-4%	-2	1%	11%	-13%	-8%	-16%
- CC(C)c1ccc(C2=NN(c3ccccc3)C(=O)CC2)cc1
 : 3%	-10%&-2%	-18%	10&-1	6%	-4%	-1%	29%	27%
- CC(C)(C)NC(=O)c1ccc(COCC(F)(F)F)o1
 : 8%	3%	10%	-6	·	-20%	-6%	5%	-17%
- CCCn1c(C(C)Nc2nc(-c3ccc(OC)cc3)cs2)nc2ccccc21 (centres undefined)
 : 12%	-4%	-1%	5	7%	-3%	-16%	13%	-20%
- CN(C)CCCNC(=S)Nc1ccc(Br)cc1
 : 0%	-5%	-7%	-14	10%	-6%	-10%	1%	22%
- O=C(OCc1cc(=O)n2nc(C3CC3)sc2n1)c1ccc(NC(=O)c2ccccc2F)cc1
 : ·	-10%&3%	2%	5&0	-5%	-12%[60.1 µM]	-1%	-12%	-8%
- C#CCOCCOCCOCCNc1nc(N2CCN(C(=O)[C@H](CC(N)=O)n3cc([C@@H](N)CC(N)=O)nn3)CC2)nc(N2CCN(C(=O)[C@H](CC(N)=O)n3cc([C@@H](N)CC(N)=O)nn3)CC2)n1
 : 4%	12%	-9%	-2	-8%	-13%	·	·	14%
- O=C(O)CCCC(=O)Nc1cccc(-c2nc3ccccc3[nH]2)c1
 : 2%	-7%	2%	-15	-7%	-12%	-6%	4%	9%
- CNCC/C=C1/c2ccccc2CSc2ccccc21
 : 8%	0%	-11%	5	5%	14%	-6%	12%	-5%
- C#CCOCCOCCOCCNc1nc(N2CCOCC2)nc(N2CCN(C(=O)[C@H]([C@@H](C)CC)n3cc(CCCCN)nn3)CC2)n1
 : -3%	-24%	-18%	0	-6%	0%	-7%	-25%	-12%
- Cc1ccc([N+](=O)[O-])cc1/C=N/Nc1nnnn1-c1ccccc1
 : 0%	17%	-15%	3	·	-9%	3%	30%	1%
- CC(C)NC(=O)COC(=O)/C=C/c1ccc(F)cc1
 : 8%	15%	-1%	-3	·	1%	-5%	35%	-4%
- Cc1cc(C)n(C2CC(=O)N(c3ccc(C)c(Cl)c3)C2=O)n1 (centres undefined)
 : -1%	89%[activator]	-20%	-5	6%	5%	10%	12%	0%

Structures above that bear a hit mark in ALOX12 inh:
Structure	APE1 inh	ALOX12 inh	Pol eta inh	LDHA block	ERG-DNA inh	POLK inh	RGS4 inh
CN(C1CCCCC1)S(=O)(=O)c1ccc(=S)[nH]c1	4%	40µM*	-12%	-3	13%	-9%	?

Next part.
Values in the order: APE1 inh	ALOX12 inh	Pol eta inh	LDHA block	ERG-DNA inh	POLK inh	Apoferritin bind	Pol beta inh	RGS4 inh
- CC(=O)Nc1nc(N2C(=O)c3ccccc3C2=O)n(-c2ccccc2)n1
 : -4%	0%	7%	11	0%	-14%	41%[activator]	5%	7%
- Cc1ccc(C(=O)NCCC(=O)Nc2ccccc2C)cc1
 : -6%	0%	2%	-6	6%	-6%	-6%	0%	11%
- NS(=O)(=O)c1ccc(NC(=S)N2CCN(S(=O)(=O)c3ccc(F)cc3)CC2)cc1
 : 24%	-26%	·	·	·	·	0%	0%	·
- Cc1ccc(NC(=O)c2cc(-c3ccc(C)c(C)c3O)n[nH]2)cc1C
 : 31%	-8%	0%	-7	19%	-18%	-2%	?	-1%
- N#CCC(=O)N/N=C\c1cccc(OC/C=C/c2ccccc2)c1
 : -1%	14%	-17%	-1	-3%	6%	-18%	-16%	-16%
- O=C(c1ccco1)N1CCN(Cc2cc(=O)c(OCc3cccc(F)c3)co2)CC1
 : -14%	-5%	-7%	1	8%	2%	·	·	-3%
- CC1=CC(C)(C)Nc2ccc(OC(=O)CN3C(=O)CCC3=O)cc21
 : 14%	-14%	7%	28	·	-4%	-3%	36%	-20%
- O=C(Nc1ccc(NC(=O)c2cccs2)cc1)c1ccc2c(c1)OCCO2
 : -6%	-11%	-1%	-1	-2%	5%	6%	-14%	-1%
- O=C(NCC1CCCO1)c1ccc(Br)o1 (centres undefined)
 : 2%	16%	-25%	0	1%	2%	-5%	42%	-26%
- CCOC(=O)c1cc(-c2csc(COc3ccccc3Cl)n2)on1
 : 3%	264%[activator]	-13%	4	-1%	-12%	-1%	-11%	-15%
- CCCCOc1ccc(S(N)(=O)=O)cc1
 : 10%	-3%	12%	-13	2%	-8%	-18%	-6%	35%
- CCN(CC)S(=O)(=O)c1ccc(C(=O)Nc2ccc3c(c2)OCCO3)cc1
 : 7%	9%	-15%	-2	3%	-2%	?	17%	-32%
- CCc1cccc2c(-c3ccc(F)cc3)nc(SCC(=O)Nc3ccccc3)nc12
 : ·	-16%	-9%	-6	-13%	-9%	2%	32%	-17%
- CC(C)C(=O)Nc1ccc(NC(=O)CCc2ccccc2)cn1
 : 2%	-12%	-5%	-6	9%	-14%	-10%	-16%	6%
- CCn1c(N2CCN(S(=O)(=O)c3ccc(OC)cc3)CC2)nc2ccccc21
 : 9%	0%	-7%	-11	5%	-16%	0%	-2%	12%

In the list so far, 6 contain an aryl methoxy group:
Values in the order: APE1 inh	ALOX12 inh	Pol eta inh	LDHA block	ERG-DNA inh	POLK inh	Apoferritin bind	Pol beta inh	RGS4 inh
- CCN(CC)CCCN(C(=O)c1ccccc1F)c1nc(-c2ccc(OC)cc2)cs1
 : -11%	-1%	-17%	-1	-6%	-5%	-17%	33%	-13%
- COC(=O)c1ccc(CSc2nnc(Nc3ccc(OC)cc3)s2)o1
 : -3%	0%	-3%	-2	4%	-23%	-17%	4%	-38%
- CCN1C(=O)[C@H]2[C@@H](c3ccc(-c4ccc5c(c4)OCO5)c(OC)c3)N[C@@](C)(C(=O)OC)[C@H]2C1=O
 : 5%	-18%	-14%	-3	5%	-1%	·	·	0%
- COc1ccc(CNC(=O)C2CCN(C(=O)c3cccc(Cl)c3)CC2)cc1
 : 34%	-1%	-4%	-3	0%	1%	-3%	31%	-25%
- CCCn1c(C(C)Nc2nc(-c3ccc(OC)cc3)cs2)nc2ccccc21 (centres undefined)
 : 12%	-4%	-1%	5	7%	-3%	-16%	13%	-20%
- CCn1c(N2CCN(S(=O)(=O)c3ccc(OC)cc3)CC2)nc2ccccc21
 : 9%	0%	-7%	-11	5%	-16%	0%	-2%	12%

Only part of the results is shown; the hit share may differ from the screen's.
